# dFosB activator: activators of delta FosB homodimer, primary screen, biochemical, fluorescence polarization, TAMRA-CDK5 oligo, single point | Protein FosB (Mus musculus), P13346 | purified delta FosB; percent of positive-control signal above neutral wells | activation, % at 25 µM | 340,000 compounds, 0.99% hits | AID 493131, 2011;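 active = mean activation above about 17%, with every replicate also reaching it, limit read from the data, passing the limit was not always enough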;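 note: fluorescence polarization rise as delta FosB binds a TAMRA Cdk5 AP-1 oligo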
# Target sequence (P13346 whole entry, looked up): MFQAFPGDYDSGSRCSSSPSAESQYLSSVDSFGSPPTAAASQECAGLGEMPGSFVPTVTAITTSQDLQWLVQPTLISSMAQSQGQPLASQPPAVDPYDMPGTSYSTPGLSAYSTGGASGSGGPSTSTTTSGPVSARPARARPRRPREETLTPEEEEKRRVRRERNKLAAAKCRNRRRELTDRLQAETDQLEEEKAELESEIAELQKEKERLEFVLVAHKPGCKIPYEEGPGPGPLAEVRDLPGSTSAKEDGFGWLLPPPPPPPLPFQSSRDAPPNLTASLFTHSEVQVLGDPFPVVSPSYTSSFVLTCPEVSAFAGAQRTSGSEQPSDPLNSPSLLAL
# Arr AP2 block: inhibitors of beta-arrestin/AP2 binding, primary screen, biochemical, GPCR trafficking, flow cytometry | beta-arrestin 1 C-terminal peptide binding to AP2 beta2-adaptin appendage (human) | FITC-arrestin peptide / GST-AP2 beads; AP2 beta2 appendage carries R879A mutation | inhibition, % at 10 µM | 340,000 compounds, 0.31% hits;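 active = inhibition above a set limit, near 3 SD of compounds lacking own fluorescence, cut at about 54% in these data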;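 note: plate controls were DMSO wells for no effect and 5 µM unlabelled arrestin peptide for full effect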
#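 System: GST-AP2 R879A glutathione beads; medium: PBS, Tween 20 0.05%, BSA 0.1%; reagent: fluorescein-tagged arrestin peptide at 50 nM final; schedule: pre-incubation 12 min, peptide binding 1 h, room temperature; detection: flow cytometry, FL1 (488/535 nm); read-out: inhibition as reduced fluorescein signal on beads, percent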
# SR-BI HDL uptake: inhibitors of SR-BI mediated HDL lipid uptake, primary screen, ldlA[mSR-BI] cells, fluorescence, single point; Scavenger receptor class B member 1 (Mus musculus), Q61009; ldlA[mSR-BI] CHO cells, DiI-HDL uptake fluorescence, 3 h; inhibition, % at 12.5 µM; 320,000 compounds, 0.96% hits; AID 488896, 2010;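 active = mean replicate inhibition of at least 70% and a set share of replicates each scoring 70 or more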;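 note: 0% = median of neutral control wells and 100% = median of positive control wells; values of inactives mirror those of a sister screen read the other way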
# Target sequence (Q61009 whole entry, looked up): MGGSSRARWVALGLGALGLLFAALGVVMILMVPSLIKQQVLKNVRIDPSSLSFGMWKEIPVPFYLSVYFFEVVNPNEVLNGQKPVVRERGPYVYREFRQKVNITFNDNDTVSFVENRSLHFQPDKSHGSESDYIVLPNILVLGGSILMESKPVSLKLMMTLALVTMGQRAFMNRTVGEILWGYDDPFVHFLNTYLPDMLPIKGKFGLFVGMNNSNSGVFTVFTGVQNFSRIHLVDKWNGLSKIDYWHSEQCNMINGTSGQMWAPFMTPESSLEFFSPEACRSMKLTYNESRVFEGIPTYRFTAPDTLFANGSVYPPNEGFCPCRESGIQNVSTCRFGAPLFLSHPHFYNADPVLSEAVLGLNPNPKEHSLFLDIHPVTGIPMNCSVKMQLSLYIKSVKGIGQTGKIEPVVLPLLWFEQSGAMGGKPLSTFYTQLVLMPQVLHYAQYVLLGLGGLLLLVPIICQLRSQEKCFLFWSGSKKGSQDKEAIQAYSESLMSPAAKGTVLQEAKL
# PKA-R1A act: activators of PKA-R1A holoenzyme, primary screen, biochemical, fluorescence polarization, Cy5-IP20, bovine R1A, mouse PKAc; PKA-R1A dissociation; scaled: DMSO 0%, 113 µM cGMP 100%; AID 504707, 2011; cAMP-dependent protein kinase type I-alpha regulatory subunit (Bos taurus) + …; activation, % at 11.4 µM; 340,000 compounds, 0.083% hits;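 active = percent activation above the mean of all tested compounds plus 3 SD, cut at about 19% in these data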;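 note: higher means more PKAc released from R1A so a rise in polarization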
# Mot1-301 SUMO: yeast Mot1-301 growth rescue at high temperature, primary screen, SUMOylation pathway inhibitor project, S. cerevisiae, ATP luminescence, 38.5C | AID 2716, 2010 | S. cerevisiae Mot1-301 growth rescue; percent above DMSO median, 100 means doubled | growth rescue, % at 18.8 µM | 320,000 compounds, 1% hits;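 active = every valid replicate shows activation above 250% relative to neutral control wells; inactive = the rest, any valid replicate at or below 250%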;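 note: OY570 slx delta 5 strain wells were the positive control but not used for scaling; some compounds called inactive have numbers as strong as hits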
# CDK5 p35 inh: inhibitors of human CDK5/p35 kinase, primary screen, biochemical, single concentration. Recombinant CDK5/p35, ADP-Glo luminescence, 60 min. 330,000 compounds, 0.01% hits. inhibition, % at 10 µM. AID 488839, 2010;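 active = highest replicate inhibition of at least 50% and at least 75% of replicates reaching 50%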;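 note: plate controls were DMSO neutral control for no effect and GW8510 at 10 µM for full effect; many of its hits are not listed in these tables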
# Pemphigus Ab inh: inhibitors of pemphigus antibody binding to DSG3, primary screen, biochemical, bead-based, flow cytometry, scFv-GFP; Desmoglein-3 (Homo sapiens), P32926; binding (percent of control), % at 10 µM; 310,000 compounds, 0.48% hits; AID 588358, 2011; DSG3-coupled beads, scFv-anti-DSG3-GFP binding; stronger effect = lower value;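 active = binding more than 3 SD below its plate's average and above zero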; note: some compounds called inactive have numbers as strong as hits
# NSD2 HMT inh: NSD2 histone methyltransferase inhibitors, primary screen, biochemical, AlphaScreen, single concentration, set 2; NSD2 peptide methylation, 120 min; inhibition, % at 12.5 µM; 310,000 compounds, 0.54% hits; AID 743445, 2014; in the data active = inhibition above about 50%
# SR-BI DiI-HDL act: activators of SR-BI mediated DiI-HDL uptake, primary screen, ldlA[mSR-BI] CHO cells, DiI fluorescence; 320,000 compounds, 0.096% hits; 3 h; 100 = double the neutral-control signal; activation, % at 12.5 µM;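 active = mean replicate activation of at least 60% and every replicate at or above 60%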;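 note: 0% = median plate neutral-control signal and 100% = twice that signal; values of inactives mirror those of a sister screen read the other way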
#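 System: LDL receptor-deficient CHO ldlA cells overexpressing murine SR-BI | Timing: 3 h uptake period with compound, 37 °C | Medium: HEPES-buffered (25 mM, pH 7.4) F12 plus 0.5% BSA | Dosing: Single-point compound dose | Signal: Bottom-read fluorescence, 550/595 nm | Read-out: Retained DiI signal reflecting DiI-HDL uptake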
# MITF act: activators of MITF-driven TRPM1 promoter reporter, primary screen, cell-based, SK-MEL-5, luciferase, single point | activation, % at 12.5 µM | SK-MEL-5 TRPM1-promoter luciferase, 24 h; % of positive control, neutral wells = 0 | 300,000 compounds, 0.75% hits;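 active = mean activation of at least 80% with every replicate also reaching 80%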;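 note: 0% = neutral control wells and 100% = parthenolide positive control wells; values of inactives mirror those of a sister screen read the other way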
# PKA-R2B activ: activators of PKA-R2B holoenzyme, primary screen, biochemical, fluorescence polarization, Cy5-IP20, human. 340,000 compounds, 0.079% hits. activation, % at 11.4 µM. PKA-R2B holoenzyme dissociation; R2B truncated from residue 108, S112A mutant; 0% DMSO only, 100% 113 µM cGMP. cAMP-dependent protein kinase catalytic subunit beta (Homo sapiens) + cAMP-dependent …;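 active = activation above a cutoff set at the mean over all compounds plus 3 SD, cut at about 18% in these data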;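 note: higher means more holoenzyme dissociation and a rise in polarization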
# Starred values were filed as active, the others as inactive; · = not tested or not shown.
SMILES,dFosB activator,Arr AP2 block,SR-BI HDL uptake,PKA-R1A act,Mot1-301 SUMO,CDK5 p35 inh,Pemphigus Ab inh,NSD2 HMT inh,SR-BI DiI-HDL act,MITF act,PKA-R2B activ
Cc1n(Cc2ccccc2)c2cc([N+](=O)[O-])ccc2[n+]1Cc1ccccc1,-12,9,-9,-6,4,1.5,99,2,9,-13,-4
Cc1ccccc1-c1c(C)oc2cc(O)ccc2c1=O,-3,30,-40,-5,27,10,107,2,40,4,-8
O=C(O)c1nc(N2CCOCC2)nc(N2CCOCC2)n1,1,26,-19,-4,3,-0.6,101,0,19,0,-4
Cc1ccc(NC(=O)CC2S/C(=N/c3nccs3)N(C)C2=O)cc1C (centres undefined),4,-1,63,-23,-6,-1.3,98,-11,-63,-5,-1
Cc1ccc(OCC(=O)N2CCCC(CCC(=O)N(C)CCc3ccccn3)C2)cc1 (centres undefined),-4,-1,-2,-1,-10,-0.8,101,-2,2,-13,-17
Cc1ccc(C)c(NC(=O)CNS(=O)(=O)c2ccccc2)c1,0,26,12,-1,3,0.0,·,0,-12,6,7
CN(CC(=O)Nc1cccc(F)c1)C(=O)c1cc([N+](=O)[O-])ccc1N1CCCCC1,-2,9,7,-3,4,-1.4,107,2,-7,0,-6
COc1ccc(Cc2nc3ccc(C(=O)N(C)Cc4cc(C)[nH]n4)cc3o2)cc1OC,-4,5,-5,4,2,·,107,1,5,5,-1
CC(Cc1nnc(N)s1)c1ccccc1 (centres undefined),-1,-15,-8,9,-19,1.6,102,5,8,9,-2
CNC(=O)C12CC3CC(CC(Cl)(C3)C1)C2,4,-4,-23,-6,3,2.9,94,-2,23,-9,-9
COc1cccc(/C=N/NC(=O)C(=O)NCc2ccco2)c1O,6,22,-14,1,-15,-1.5,·,·,14,-7,-7
CC(Sc1cccc[n+]1[O-])C(=O)Nc1ccc([N+](=O)[O-])cc1Cl (centres undefined),7,2,2,3,-15,1.5,104,0,-2,6,-1
COc1cc(OC)c(NC(=O)CCNS(=O)(=O)c2cc(Br)cnc2N)cc1Cl,0,-4,29,-11,-1,2.0,105,25,-29,6,-11
O=C(NCCOc1ccccc1)C(c1ccccc1)c1ccccc1,-4,3,8,8,1,1.1,101,·,-8,2,-5
O=C(CNS(=O)(=O)c1cccs1)N1CCCCC1,-2,22,-4,-1,-1,2.8,90,9,4,0,4
O=C1N=C(N2CCN(c3ccccc3)CC2)S/C1=C/c1cccs1,-2,-3,-1,1,15,-1.5,90,·,1,13,1
CCOc1ccc(CN=C(N)N=C(N)N)cc1Cl,2,8,-24,4,0,-1.6,·,4,24,-8,-7
OCCOCCOc1cccc2[nH]ccc12,2,-37,-14,-4,-13,-2.0,105,-2,14,2,-3
Cn1c(=S)[nH]c(=O)c2ncc(=O)[nH]c21,7,0,-26,-5,10,0.2,86,2,26,-3,-6
O=C(CSc1ncccn1)NN=C1CCCCCC1,0,-3,-19,1,-2,-1.8,98,1,19,8,9
CC(Oc1cc(Cl)ccc1Cl)C(=O)N/N=C\c1ccnn1C (centres undefined),-10,3,9,-8,13,-4.5,102,-1,-9,2,-6
CCOC(=O)C1=C(c2ccccc2)NC(SC)=C(C#N)C1c1ccco1 (centres undefined),-12,7,1,-5,-7,-0.8,·,-4,-1,11,-13
CC(C)N1CC(O)=C(c2ccccc2)C1=N,-6,12,-11,-4,-3,0.2,101,-5,11,-3,-1
O=C(Cn1nc(-c2ccc(Cl)cc2)ccc1=O)NCCCN1CCN(Cc2ccccc2)CC1,-4,-6,-2,-2,-3,1.0,110,-3,2,5,1
O=C(Nc1ccc2c(c1)OCO2)c1ccc(=O)[nH]n1,-4,25,-16,-5,232,1.1,96,·,16,13,-2
COc1ccc(CCNC(=O)C2CCN(C(=O)c3ccc(C(C)(C)C)cc3)CC2)cc1OC,-7,4,66,-5,28,1.7,90,-2,-66,22,-6
CC(=O)OCCn1c(=O)c2cc3c(=O)n(CCOC(C)=O)c(=O)c3cc2c1=O,-6,-5,·,5,-7,1.4,102,-5,·,3,3
O=C(Nc1nncs1)c1ccccc1NS(=O)(=O)c1cccs1,-8,-1,-11,3,-12,0.0,107,-1,11,4,10
O=C(NCc1ccc(Cl)cc1)C(=O)NCC1OCCN1S(=O)(=O)c1cc(F)ccc1F (centres undefined),-13,7,5,-4,6,0.9,106,-1,-5,-15,-6
Cc1ccc(C(=O)O)cc1NC(=O)CSc1ncnc2sc3c(c12)CCC3,-5,3,·,-9,-1,-0.8,88,-1,·,-3,-8
CCOc1ccccc1Nc1nnc(SCC(=O)Nc2cccc(S(=O)(=O)NC3=NCCCCC3)c2)s1,-7,-12,15,-4,677*,1.0,115,2,-15,-5,-12
O=C(NCc1ccccc1)c1c[nH]c2ccc(S(=O)(=O)Nc3ccc4c(c3)OCCO4)cc2c1=O,-4,28,18,-2,-9,-0.7,105,-1,-18,0,2
COc1ccccc1N1CCN(C(=O)CCS(=O)(=O)c2ccc3c(c2)oc(=O)n3C)CC1,-6,1,-15,-6,60,2.2,·,-2,15,1,-6
COc1ccc(-c2cc(C(=O)N3CCN(Cc4ccccc4)CC3)no2)cc1OC,-6,-3,-8,-12,-21,-1.3,99,6,8,13,-2
CCOc1ccccc1-c1noc(CCCC(=O)NC2CCCCC2)n1,-4,12,-9,-4,-7,0.1,107,-4,9,5,5
CCC(C)CCN1C(Nc2ccccc2)=NC[C@@H]1Cc1ccccc1 (some centres undefined),6,6,3,-5,0,0.4,97,·,-3,11,-3
CCOC(=O)c1c(-c2ccc(F)cc2)csc1NC(=O)C1CC=CCC1C(=O)O (centres undefined),-3,24,-18,-4,-12,-4.8,98,0,18,15,-7
Cc1ccc(NC(=O)COC(=O)c2ccc(C)c(S(=O)(=O)N3CCOCC3)c2)cc1,-8,-5,12,4,·,-0.6,96,-1,-12,1,-3
COc1ccc(N2C(=O)c3cc4ccccc4cc3C2=O)cc1,6,-11,4,-6,3,0.8,98,-5,-4,-15,-7
Cc1nc2ccccc2n1S(=O)(=O)c1ccc(Br)cc1,8,0,-65,-17,-3,0.0,99,-1,65*,-11,-1

# Brought forward from above: 2 entries, then new ones.
SMILES,dFosB activator,Arr AP2 block,SR-BI HDL uptake,PKA-R1A act,Mot1-301 SUMO,CDK5 p35 inh,Pemphigus Ab inh,NSD2 HMT inh,SR-BI DiI-HDL act,MITF act,PKA-R2B activ
COc1ccc(N2C(=O)c3cc4ccccc4cc3C2=O)cc1,6,-11,4,-6,3,0.8,98,-5,-4,-15,-7
Cc1nc2ccccc2n1S(=O)(=O)c1ccc(Br)cc1,8,0,-65,-17,-3,0.0,99,-1,65*,-11,-1
COc1ccc(OC)c(/C=N\NC(=O)c2cc3c(ccc4ccccc43)o2)c1,12,-5,47,-13,43,1.7,105,·,·,12,-7
O=C(Nc1ccnn1C1CCN(C(=O)c2ccc(F)cc2)CC1)C1CCOC1 (centres undefined),0,-9,-8,5,-11,-0.7,·,2,8,-11,-13
COc1ccccc1/C=C1\SC(=S)N(Nc2nc(C)cc(C)n2)C1=O,8,8,11,3,-11,-1.2,106,0,-11,-14,-13
c1ccc2n[nH]nc2c1,4,-9,6,6,·,1.3,110,-1,-6,5,2
CN(C)S(=O)(=O)c1ccc(C(=O)OCCc2ccccc2)cc1,-2,5,·,6,15,-3.4,120,-8,·,21,6
CCOC(=O)c1c[nH]n(-c2ccccc2)c1=O,4,45,·,2,18,-0.5,100,-1,·,2,-1
Cc1c(Cl)cccc1NC(=O)CCS(=O)(=O)c1cccc2nonc12,3,24,·,-7,9,0.5,·,-4,·,-4,-12
O=C1CCC(=O)N1CNc1ccccn1,1,-7,-42,-8,4,0.3,·,18,42,·,1
COc1ccccc1N1CCN(CC(=O)N(CC(C)C)c2c(N)n(CC(C)C)c(=O)[nH]c2=O)CC1,-4,33,1,2,14,-0.4,81,-1,-1,2,-6
CCN(C(=O)COC(=O)Cc1c[nH]c2ccccc12)C1CCS(=O)(=O)C1 (centres undefined),-7,29,-7,-13,-12,-2.9,100,-3,7,-10,2
Cn1c(-c2ccsc2)c(-c2cccs2)c2cc(-c3cccc4[nH]ccc34)ccc21,4,4,21,-10,20,0.5,92,·,-21,4,4
CCCCn1nc(NC(=O)CCC)c2cc3cc(OC)ccc3nc21,-6,-10,18,7,-11,1.9,103,-4,-18,4,-6
CC(C)=CCN1CCN(Cc2ccc(C#CC(C)(C)O)s2)CC1CCO (centres undefined),1,8,-5,-7,1,-1.3,92,0,5,4,2
Cn1cc(CN2CCC(CO)(CCCc3ccccc3)CC2)c(-c2ccccc2)n1,-3,8,-10,-2,21,0.8,99,1,10,10,-8
Cc1ccc(NS(=O)(=O)c2cccc(C(=O)NCC(c3ccco3)N3CCCC3)c2)cc1 (centres undefined),-7,-1,-2,-5,-18,0.7,·,3,2,18,-8
O=C(/C=C/c1ccc([N+](=O)[O-])cc1)OCC(=O)N1CCCC1,-2,15,12,0,5,-0.5,77*,0,-12,-11,1
CC(C(=O)O)n1c2ccccc2c2cnn(C)c(=O)c21 (centres undefined),-5,9,-28,-7,-10,-0.3,94,0,28,-5,-3
CC1(C)NC(=O)N(CCOCCOc2c(Cl)cc(Cl)cc2Cl)C1=O,1,9,19,-8,-18,2.5,101,125*,-19,·,1
CCOC(=O)C1CCN(C(c2cc(OC)c(OC)c(OC)c2)c2sc3nc(C)nn3c2O)CC1 (centres undefined),2,0,-4,0,-3,-3.3,105,·,4,9,-4

# Assay outcomes as filed in PubChem.
